# Screening results from PubChem BioAssay.
# SIRT5 block = blocks human SIRT5 desuccinylation of peptide; Q9NXA8; Purified SirT5, succinyl-peptide AMC, trypsin-coupled fluorescence; inhibition, % at 15 µM; 1.1% of 330,000 active; AID 652115; in the data active = inhibition above about 15%
# Target sequence (Q9NXA8 whole entry, looked up): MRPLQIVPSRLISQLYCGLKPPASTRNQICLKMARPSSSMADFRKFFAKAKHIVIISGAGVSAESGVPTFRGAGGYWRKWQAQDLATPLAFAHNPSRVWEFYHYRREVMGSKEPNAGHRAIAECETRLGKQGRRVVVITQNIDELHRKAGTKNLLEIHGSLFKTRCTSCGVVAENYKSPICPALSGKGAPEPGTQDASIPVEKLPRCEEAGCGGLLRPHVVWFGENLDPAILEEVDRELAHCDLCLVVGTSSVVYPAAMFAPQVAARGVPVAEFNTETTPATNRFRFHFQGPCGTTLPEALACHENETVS
# LGR2 antag = Drosophila LGR2 receptor signaling inhibition | HEK293 LGR2, CRE-luciferase, bursicon-stimulated, 4 h | inhibition, % at 9.99 µM | 0.35% of 380,000 active | AID 720647;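 active = drop in luminescence signal, shown as inhibition above about 50% in the replicate tests, limit read from the data, passing the limit was not always enough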;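 also: agonist challenge used bursicon conditioned medium at about half maximal strength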
# S100A4 inh HTS = S100A4-myosin IIA interaction inhibition | inhibition, % at 10.7 µM | S100A4/TAMRA-MyoIIA peptide fluorescence polarization | 0.14% of 360,000 active;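 active = mean inhibition of at least 70% across replicates, with every replicate also reaching that level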
# Target sequence (P26447 whole entry, looked up): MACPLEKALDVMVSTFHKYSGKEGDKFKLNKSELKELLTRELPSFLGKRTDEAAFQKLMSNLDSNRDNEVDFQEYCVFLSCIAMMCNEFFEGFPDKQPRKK
#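 Test system – S100A4 monomer (human) · Compound – single-point compound testing · Schedule – 5 min incubation before reading · Probe or stimulus – TAMRA-labelled myosin IIA heavy-chain peptide probe, 5 nM · Benchmarks – neutral control DMSO, positive control TFP · Medium – Calcium-containing HEPES buffer, pH 7.2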
# Casp6 inh = inhibitors of human caspase-6 | AID 686996 | purified caspase-6, Z-VEID-R110 cleavage fluorescence | inhibition, % at 12.5 µM | 0.53% of 350,000 active;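 active = mean inhibition across replicates at least about 35%, with every replicate also reaching that limit, limit read from the data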;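 also: 0% = median of neutral control wells and 100% = no fluorescence left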
# Target sequence (P55212 24-179 limits assumed): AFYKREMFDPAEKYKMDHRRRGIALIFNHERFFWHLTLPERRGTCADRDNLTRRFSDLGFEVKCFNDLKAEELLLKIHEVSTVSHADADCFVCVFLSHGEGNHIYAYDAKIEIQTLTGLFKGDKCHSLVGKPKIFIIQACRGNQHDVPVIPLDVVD
# Target sequence (P55212 194-293 limits assumed): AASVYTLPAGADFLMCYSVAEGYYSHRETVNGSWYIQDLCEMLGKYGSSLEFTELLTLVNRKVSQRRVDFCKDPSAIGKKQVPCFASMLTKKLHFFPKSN
# C2C12 statin = suppressors of simvastatin-induced myotoxicity in C2C12 myotubes; ATP luminescence, 48 h; scaled: DMSO 0, geranylgeraniol control 100; rescue of ATP level, % at 7.49 µM; 0.78% of 330,000 active; AID 602340;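 active = mean ATP rescue above about 67%, or every replicate alone reaching that limit, limit read from the data, passing the limit was not always enough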;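 also: myotubes were challenged with 10 µM simvastatin during compound exposure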
# FN deposit inh = fibronectin deposition inhibition; AH1F fibroblasts, Alexa488-fibronectin deposition fluorescence, overnight; inhibition, % at 12.6 µM; 0.086% of 350,000 active;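 active = mean inhibition across replicates of 30% or more, regardless of how many single replicates reach that level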;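 also: positive control wells lacked labelled fibronectin entirely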
#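 test system = AH1F fibroblasts assembling fluorescent fibronectin matrix | quantity = 10000 AH1F cells per well | buffer or medium = DMEM plus 2% serum, read in PBS | doses = single dose, pinned | incubation = 1 h cell attachment, overnight exposure to compound and label | detection = fluorescence at 485 nm excitation, 525 nm emission | read-out basis = inhibition from reduced deposited-fibronectin fluorescence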
# esBAF inh = inhibitors of esBAF chromatin remodeling in mouse ES cells | Bmi1-luciferase knock-in reporter, 24 h; 100% = twice the neutral-well signal | reporter increase, % at 12.5 µM | 2% of 350,000 active | AID 602393; in the data active = activation above about 40%;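 also: 0% = median of the plate's neutral control wells and 100% = double that signal; a rise in the Bmi1 reporter signal indicates esBAF inhibition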
# The depositor's hits bear a star; . = no result given; & = joins results of further samples.
SMILES,SIRT5 block,LGR2 antag,S100A4 inh HTS,Casp6 inh,C2C12 statin,FN deposit inh,esBAF inh
COc1cccc(CNC(=O)c2ccc(CS(=O)(=O)Cc3ccc(C)cc3)o2)c1,11,8,8,-3,.,-4,.
Cc1ccc(Nc2nc(Cl)nc(N(C)C#N)n2)cc1,-5,1,-2,8,-4,.,-10
COC(=O)c1ccc(N2CCN(c3ccccc3)CC2)c(N)c1,-2,-45,-3,1,.,6,.
C[C@@H]1CCCCO[C@@H](CN(C)C(=O)CCCN(C)C)[C@@H](C)CN([C@H](C)CO)C(=O)c2cc(NC(=O)CCC(F)(F)F)ccc2O1,-14&-3,-13,-3&18,-18&-5,8&24,-2,0&7
CCCCCCCCN1C(=O)[C@H](CC(=O)NCc2ccc(C)o2)C[C@@]2(C(=O)OC)CCCCC=C12,.,14,-4,1,.,18,.
CCC(Sc1nc2c(c(=O)[nH]1)CCC2)C(=O)Nc1cccc(OC)c1 (stereo not given),.,-1,.,.,24,-1,0
CC1(NC(=O)Cn2cc(C(F)(F)F)ccc2=O)CCS(=O)(=O)C1 (stereo not given),2,-16,-1,-6,-4,0,-7
C[C@@H]1CN([C@@H](C)CO)C(=O)c2cc(-c3ccc(F)cc3)cnc2O[C@H]1CN(C)C(=O)c1ccc(F)cc1,2,-1,-3,2,-6,-16,-3
C/C=C/c1cccc(-c2nc(C(=O)N3CCOCC3)cc3c2[C@@H](CCO)N(C(=O)NC(C)C)C3)c1,-1,4,0,1,.,2,.
COc1ccc(NC(=O)N(C)C[C@H]2Oc3c(NS(=O)(=O)c4cn(C)cn4)cccc3C(=O)N([C@H](C)CO)C[C@H]2C)cc1,4,7,-8,-2,.,.,-5
O=C(c1cc(Cl)ccc1Cl)N1CCN(c2ccccn2)CC1,2,-5,5,1,20,.,-8
O=S(=O)(Nc1ccon1)c1ccc(Br)cc1,-5,1,-1,-3,.,.,.
Cc1cc(C)c(NC(=O)C2CCCN2C)c(C)c1 (stereo not given),.,.,.,.,1,5,4
CC(C)Nc1nc(-c2ccncc2)nc(-c2ccc(Cl)cc2)c1C#N,-5,-5,0,-4,.,.,.
O=C(Cc1ccccn1)N[C@H]1CC[C@@H](CCn2cc(-c3cccnc3)nn2)O[C@H]1CO,4,11,6,-2,-1,.,0
COCC(=O)NC1CCCCCC1,5,.,2,8,-1,-1,6
COc1cccc(OC)c1NC(=O)NC(=O)c1c(OC)c(Br)cc([N+](=O)[O-])c1OC,-1,-13,7,-2,.,-2,.
CO[C@@H]1CN(C)C(=O)c2cc(NC(=O)c3ccccc3)ccc2OC[C@H](C)N(C)C[C@H]1C,1,0,5,0,10,0,-2
CCCNC(=O)COC(=O)c1ccc(-c2ccccc2)cc1,4,-6,8,1,.,.,.
Cc1cccc(Sc2ccc([N+](=O)[O-])cc2[N+](=O)[O-])n1,2,0,6,-2,.,10,.
Brc1ccc(N=Cc2ccccn2)cc1,.,-3,.,.,3,0,31
COc1cccc(S(=O)(=O)N2C[C@@H]3N[C@H](C2)C3c2ccc(-c3ccccc3OC)cc2)c1 (stereo not given in full),9&10,-5&0,4&-25,2&1,.,0&9,.
O=C(Nc1ccccc1O)N1c2ccccc2Sc2ccccc21,4,-9,-1,0,10,-8,-2
N#C/C(=N\Nc1cc(Cl)cc(Cl)c1)c1nnc2n1CCCCC2,0,5,-5,-4,4,4,-5
CCOc1cc(/C=C/C(=O)O)ccc1OCCOc1ccc(F)cc1,0,-3,0,-1,5,1,-2
CCCCC(=O)OCc1nc(N)nc(Nc2ccccc2C)n1,0,-49,-1,0,.,5,.
COCC(=O)N(C)C[C@@H]1Oc2cc(C3=CCCCC3)ccc2S(=O)(=O)N([C@H](C)CO)C[C@@H]1C,-2,4,-24,-1,-6,.,4
COc1ccc(C(CCNCc2ccc(N(C)C)cc2)c2ccccc2OC)cc1 (stereo not given),-1,22,-15,-1,-4,-4,-4
CCC(=O)N[C@H]1CC[C@H](CC(=O)NCC2CC2)O[C@H]1CO,-3,-2,4,4,.,-15,.
COc1ccccc1CN1CCC(CNS(=O)(=O)c2cc(-c3onc(C)c3C)ccc2OC)CC1,-7,6,4,-15,-88,4,-5
Cc1ccc(Cc2ccccc2C(=O)O)cc1,0,3,-3,-4,.,4,.
C[C@H](CO)N1C[C@H](C)[C@H](CN(C)C(=O)N[C@H](C)c2ccccc2)OCc2ccccc2-c2c(n(C)c3ccccc23)C1=O,-1,9,-3,1,-3,-2&1,6
Cn1ncc([N+](=O)[O-])c1C(=O)N/N=C/c1c[nH]c2ccccc12,2,-6,7,4,.,-14,.
COc1ccccc1-c1cnc2c(c1)C(=O)N([C@H](C)CO)C[C@H](C)[C@H](CN(C)Cc1ccncc1)O2,0,17,-10,-1,-3,2,0
S=C(NCc1ccccc1)NCC1COc2ccccc2O1 (stereo not given),.,2,.,.,-3,5,0
Cc1ccc(NC(=O)CSc2nnc(-c3ccccn3)n2N)c(Br)c1,-2,.,10,1,.,6,.
CCc1ccc(O)c(N=Cc2cccc(C)c2O)c1,-2,-41,-35,-1,.,.,.
Cc1cc2nc(/C(C#N)=C/c3ccncc3)[nH]c2cc1C,-1,0,2,1,-10,-1,7
CCO[C@@H]1OC(C(=O)N2CCN(Cc3ccccc3)CC2)=C[C@H](C)[C@H]1CCCO,5,6,-6,-2,2,-12,10
COc1ccc(NS(=O)(=O)c2cccc(C(=O)NCC(c3ccccc3OC)N3CCCC3)c2)cc1 (stereo not given),-6,4,-5,-158,-16,9,.
CCN(CC)c1nc2c(c(=O)[nH]c(=O)n2C)n1Cc1ccccc1,102*,-7,7,-1,2,-1,-1
Cc1cc2ccccc2c(=O)n1CC(=O)NC1CCCCCC1,.,4,.,.,21,.,-3
CC1(C)CC(NC(=O)c2sc3cc(Cl)ccc3c2Cl)CC(C)(C)N1,-2,-13,5,3,.,19,.
Cc1ccccc1-c1nn(-c2ccc(F)cc2F)cc1CNC1CC1,-3,-3,3,-1,.,-2,.
C[C@@H]1CN([C@H](C)CO)S(=O)(=O)c2ccc(-c3ccncc3)cc2O[C@@H]1CN(C)Cc1ccccn1,0,-4,9,2,-7,.,-6

# SIRT5 block, hit marks shown above
smiles,SIRT5 block,LGR2 antag,S100A4 inh HTS,Casp6 inh,esBAF inh
CCN(CC)c1nc2c(c(=O)[nH]c(=O)n2C)n1Cc1ccccc1,102*,-7,7,-1,-1

# The listing picks up; the six compounds before the break are reprinted first.
SMILES,SIRT5 block,LGR2 antag,S100A4 inh HTS,Casp6 inh,C2C12 statin,FN deposit inh,esBAF inh
COc1ccc(NS(=O)(=O)c2cccc(C(=O)NCC(c3ccccc3OC)N3CCCC3)c2)cc1 (stereo not given),-6,4,-5,-158,-16,9,.
CCN(CC)c1nc2c(c(=O)[nH]c(=O)n2C)n1Cc1ccccc1,102*,-7,7,-1,2,-1,-1
Cc1cc2ccccc2c(=O)n1CC(=O)NC1CCCCCC1,.,4,.,.,21,.,-3
CC1(C)CC(NC(=O)c2sc3cc(Cl)ccc3c2Cl)CC(C)(C)N1,-2,-13,5,3,.,19,.
Cc1ccccc1-c1nn(-c2ccc(F)cc2F)cc1CNC1CC1,-3,-3,3,-1,.,-2,.
C[C@@H]1CN([C@H](C)CO)S(=O)(=O)c2ccc(-c3ccncc3)cc2O[C@@H]1CN(C)Cc1ccccn1,0,-4,9,2,-7,.,-6
CC(C)NC(=O)Nc1cccc2c1O[C@H](CN(C)S(=O)(=O)c1ccccc1)[C@@H](C)CN([C@@H](C)CO)C2=O,-2,3,11,1,-8,-3,1
Cc1ccc(NC(=O)c2ncn(CC(=O)NCc3ccc4c(c3)OCO4)n2)cc1C,-2,-55,-2,0,2,-7,39
CCOCCn1ccc2c(OCC(=O)Nc3ccccc3F)cccc2c1=O,-10,-17,10,2,0,1,1
O=S(=O)(c1ccc(Cl)nc1)N1CCC(Cc2ccccc2)CC1,-1,1,3,-1,-5,-10,-5
CC(=O)NC(C)(c1ccccc1)c1nc(-c2cncnc2)cs1 (stereo not given),3,-29,-4,-1,1,3,-4
COc1cc2nn(-c3ccccc3N)nc2cc1OC,0,-155,-4,3,.,.,.
COc1cc(CC(=O)OCC(=O)Nc2ccc(Cl)c(S(=O)(=O)N(C)C)c2)cc(OC)c1OC,-6,5,-17,-3,7,7,-4
CC1(C)CC(=O)C2=C(C1)OC1OC(=O)CC21C (stereo not given),-3,5,-7,-3,.,-3,.
COc1ccccc1CNC(=O)c1cccc(S(=O)(=O)N2CCN(C)CC2)c1,7,0,1,0,.,-3,.
CCN(CC)C(=O)Oc1cc2c(-c3cc4cccc(OC)c4o3)cc(=O)oc2cc1C,-4,8,10,1,-211,1,-3
O=C(CNC(=O)c1ccc(Cl)cc1Cl)OC1CCCCC1=O (stereo not given),-2,-2,-2,2,4,4,-6
CCCn1ncc(CN2CCN(Cc3ccsc3)C(CCO)C2)c1C (stereo not given),5,5,-1,-5,-3,-2,-3
CN(C(=O)CN1C(=O)/C(=C/c2ccc(F)cc2)SC1=S)C1CCS(=O)(=O)C1 (stereo not given),-3,-2,0,1,5,9,5
CC=Cc1ccc2n(c1=O)C[C@@H]1[C@@H](CO)[C@H](C(=O)NCCc3ccncc3)[C@H]2N1Cc1ccncc1 (mixture of isomers),-19,5,-3,3,2,.,-3
CCOC(=O)[C@]12CCCC=C1N(Cc1ccc(Cl)cc1Cl)C(=O)[C@H](CC(=O)N1CCC(c3ccccc3)CC1)C2,-3,-2,-5,-1,.,-6,.

# Single records, from the list above. Screens in order: SIRT5 block	LGR2 antag	S100A4 inh HTS	Casp6 inh	C2C12 statin	FN deposit inh	esBAF inh
# Results for COc1ccc(NS(=O)(=O)c2cccc(C(=O)NCC(c3ccccc3OC)N3CCCC3)c2)cc1 (stereo not given) : -6	4	-5	-158	-16	9	.
# Results for Brc1ccc(N=Cc2ccccn2)cc1 : .	-3	.	.	3	0	31
# Results for O=C(Nc1ccccc1O)N1c2ccccc2Sc2ccccc21 : 4	-9	-1	0	10	-8	-2
# Results for CCC(Sc1nc2c(c(=O)[nH]1)CCC2)C(=O)Nc1cccc(OC)c1 (stereo not given) : .	-1	.	.	24	-1	0

# The results go on:
SMILES,SIRT5 block,LGR2 antag,S100A4 inh HTS,Casp6 inh,C2C12 statin,FN deposit inh,esBAF inh
Cc1ccccc1-n1nnnc1SCc1csc(-c2ccccc2)n1,.,.,.,.,11,6,8
CC(C)CC(COCc1ccc([N+](=O)[O-])cc1)N1CCN(C(=O)c2ccc(C(F)(F)F)cc2)CCC1=O (stereo not given),.,1,-1,3,.,7,.
NS(=O)(=O)c1ccc(NC(=O)c2ccc(S(=O)(=O)N3CCCCCC3)cc2)cc1,-1,8,2,0,4,11,3
CCN1CCN(C(=O)CN(Cc2ccccc2)S(C)(=O)=O)CC1,.,.,.,.,1,-4,-2
Cc1ccc2ccc(C(Nc3ccccn3)c3ccccc3)c(O)c2n1 (stereo not given),-1,10,-9,1,-38,7,3
Cc1cc(/C=C(\C#N)C(=O)Nc2ccccc2)c(C)n1-c1cccnc1,1,-78,-6,-3,.,6,.
Cc1ccc2nc(/C(C#N)=C\c3ccc(Oc4ccc(C(F)(F)F)cc4[N+](=O)[O-])cc3)[nH]c2c1,1,.,1,-2,.,8,.
CCOc1ccc(N2CC(=O)Nc3ccccc3NCC2=O)cc1,.,.,.,.,11,-9,3

# Not all compounds are listed; rates above refer to the full screens.
